GLP1R cytotox = qHTS of GLP-1 Receptor Inverse Agonists: Cytotox Screen. HEK293 cAMP-luciferase reporter cells, luminescence, 24 h. Potency, µM (titrated, usually from 38.3 µM), inactives show at the top dose activity change, negative = inhibition, hits mostly inhibitors. 410,000 compounds, 0.13% hits. AID 624418, 2012;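 note: loss of luciferase light is scored as toxicity; % is set by controls: 0 for no effect and ±100 for the full control effect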
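MLSMR compounds, 24 hr on cells at 37 deg C/5% CO2; luminescence after luciferase reagent (12 min RT). Inhibition counted as the undesired cytotoxic outcome.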
GLP-1R inv ag = qHTS of GLP-1 Receptor Inverse Agonists (Inhibition Mode). Glucagon-like peptide 1 receptor (Homo sapiens), P43220. HEK293 GLP-1R CRE-luciferase, luminescence, 24 h; GLP-1R form is constitutively active. Potency, µM (titrated, usually from 38.3 µM), for the others: top-dose activity change, negative = inhibition, usual class: inhibitors. 410,000 compounds, 1.6% hits. AID 624417, 2012; note: % is set by controls: 0 for no effect and ±100 for the full control effect; nearly all actives have a fitted effect of over 55% in size
Target sequence (P43220 whole entry, looked up): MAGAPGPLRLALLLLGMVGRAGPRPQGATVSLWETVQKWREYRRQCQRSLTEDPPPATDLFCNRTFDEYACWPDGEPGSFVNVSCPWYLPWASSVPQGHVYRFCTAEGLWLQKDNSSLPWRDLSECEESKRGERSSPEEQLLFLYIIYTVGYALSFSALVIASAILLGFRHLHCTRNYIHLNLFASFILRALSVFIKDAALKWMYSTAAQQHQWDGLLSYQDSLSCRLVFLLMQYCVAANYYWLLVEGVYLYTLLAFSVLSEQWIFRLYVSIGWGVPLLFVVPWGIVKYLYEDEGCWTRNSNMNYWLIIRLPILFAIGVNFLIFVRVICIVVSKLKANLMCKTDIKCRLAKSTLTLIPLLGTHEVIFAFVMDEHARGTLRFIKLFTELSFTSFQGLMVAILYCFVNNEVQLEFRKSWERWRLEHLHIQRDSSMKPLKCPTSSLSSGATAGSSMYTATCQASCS
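Inverse agonism was detected as reduced cAMP-driven luciferase luminescence after 24 h compound treatment. The cells were HEK293 clones expressing constitutively active human GLP-1R with the reporter. Reporter-only and GPR119 cell lines served as counterscreen controls.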
PTHR1 agonist = qHTS for PTHR1 Agonists: Primary Screen; Potency, µM (highest dose often 115 µM), for the others: at the highest dose activation, usual class: activators; 410,000 compounds, 0.075% hits; HEK293 GP2 PTHR1 cells, GloSensor cAMP luminescence, 1 h; note: nearly all actives have a fitted effect of over 55% in size; some results filed as inactive show a strong effect at the top dose; inactives centre near -15; many of its hits are not listed in these tables
Target sequence (Q03431 whole entry, looked up): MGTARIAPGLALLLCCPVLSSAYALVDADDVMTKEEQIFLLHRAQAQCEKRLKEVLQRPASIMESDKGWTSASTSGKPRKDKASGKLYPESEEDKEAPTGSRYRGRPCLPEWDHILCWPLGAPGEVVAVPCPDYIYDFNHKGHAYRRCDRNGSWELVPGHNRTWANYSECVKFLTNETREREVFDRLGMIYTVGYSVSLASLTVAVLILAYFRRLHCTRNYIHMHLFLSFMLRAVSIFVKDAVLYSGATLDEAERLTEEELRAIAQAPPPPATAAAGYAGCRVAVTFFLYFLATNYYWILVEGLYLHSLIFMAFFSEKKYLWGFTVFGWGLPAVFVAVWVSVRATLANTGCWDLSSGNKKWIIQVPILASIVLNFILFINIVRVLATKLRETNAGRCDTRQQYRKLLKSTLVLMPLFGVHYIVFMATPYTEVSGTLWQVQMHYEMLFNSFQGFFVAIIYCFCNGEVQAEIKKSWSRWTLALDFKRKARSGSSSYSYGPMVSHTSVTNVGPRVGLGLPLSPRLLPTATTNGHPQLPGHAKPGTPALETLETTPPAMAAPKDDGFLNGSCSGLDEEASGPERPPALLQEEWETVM
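HEK-293-derived GP2 cells expressing PTHR1 and a GloSensor cAMP reporter, 3,000/well, plated overnight, given luciferin plus IBMX (each 0.5 mM as added) for 1 h at 37 °C, then compound for 1 h at 37 °C. Luminescence was read after 15 min at room temperature.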
* marks the source's active call; other numbers are inactive results; i = inactive; ? = inconclusive; [ ] = remark or other dose. Calls come from the whole dose curve; as a rule, active = well fitted curve in the direction sought with a large enough effect; inconclusive = small, poorly fitted or top-dose-only effect, or another doubt; inactive = no such curve, though single readings can be large; an effect the other way counts as inactive or inconclusive. Potency is the fitted concentration of half-maximal effect. This is a subset (hit frequency here may not be typical).

| SMILES | GLP1R cytotox | GLP-1R inv ag | PTHR1 agonist |
| --- | --- | --- | --- |
| Cc1cc(C)cc(-n2c(SCC(=O)Nc3ccccc3F)nc3c(oc4ccccc43)c2=O)c1 | 2% | -6% | -94%[inhibitor] |
| CC(=O)c1c(C)oc2ccc(NS(=O)(=O)c3ccc(C(C)C)cc3)cc12 | 2% | -24% | -33%[inhibitor] |
| CCCNC(=O)CN1C(=O)c2cccnc2Sc2ccccc21 | 20% | 7% | -21% |
| CCOc1ccccc1C(=O)Nc1c(NC)c2ccccc2oc1=O | -7% | -5% | 7% |
| COc1cccc(CNC(=O)C(C)n2ncn3cccc3c2=O)c1OC (centres undefined) | 5% | 5% | i |
| Cc1cccc(C)c1OCC(=O)NCC1(N(C)C)CCCCC1 | 1% | -30% | i |
| Cc1ccc(OCC(=O)Nc2ccc(Cl)c(-c3nc4ncccc4o3)c2)c(C)c1 | -8% | ? | -4% |
| CCOC(=O)CSc1nc2ccc(NC(=O)COc3ccc(F)cc3)cc2s1 | -4% | 0% | 0% |
| CCc1ccc2oc(C(=O)Nc3cc(C)ccc3C)cc(=O)c2c1 | 1% | 7% | i |
| Cc1ccc(NC(=O)c2oc3ccc(S(=O)(=O)N4CCC5(CC4)OCCO5)cc3c2C)cc1Cl | -2% | 0% | 11% |
| N#Cc1ccccc1S(=O)(=O)N1CCCC(c2nc3c(nnn3Cc3cccc(Cl)c3)c(=O)[nH]2)C1 (centres undefined) | -3% | 6% | -23% |
| CCN(CC)c1nc(-c2ccc(C(C)(C)C)cc2)nc2ccccc12 | -1% | ? | -25% |
| CC(=O)N1c2ccc(S(=O)(=O)NCc3ccc(Cl)cc3)cc2CC1C (centres undefined) | -4% | -22% | -20% |
| CCN(Cc1ccccc1)C(=O)C1CCC(CNS(=O)(=O)c2ccc3c(c2)CCCC(=O)N3)CC1 (centres undefined) | 6% | -12% | -32% |
| Cc1nc2c(C(=O)NCc3ccccc3Cl)cnn2c(C)c1Cc1ccccc1 | 0% | 10% | -1% |
| Cc1ccc(NC(=O)c2nn(C)c3c2CS(=O)(=O)c2ccccc2-3)c(Cl)c1 | 4% | 8% | i |
| COc1cccc(NC(=O)c2cnn(-c3ccccc3)c2-n2cccc2)c1 | 21% | ? | -89%[inhibitor] |
| Cc1ccc(NC(=O)Cn2c(=O)n(CCC(=O)NCc3ccc4c(c3)OCO4)c(=O)c3sccc32)c(C)c1 | 4% | 2% | i |
| Cc1ccccc1OCC(=O)Nc1sc2c(c1C(=O)OC(C)C)CCCC2 | 4% | 13% | i |
| Cc1cccc(NC(=O)Nc2nnc(N(C)C3CCCCC3)s2)c1C | 0% | -1% | -13% |
| CCN(CC)S(=O)(=O)c1nnc(NC(=O)c2ccc(C)cc2)s1 | -6% | -3% | -19% |
| COc1ccc(N2CCN(S(=O)(=O)c3csc(C(N)=O)c3)CC2)cc1 | -2% | 8% | 8% |
| O=C(NCc1ccccc1Cl)C1CCCN(c2nc3ccccc3n3cccc23)C1 (centres undefined) | -4% | -18% | i |
| COc1ccccc1NC(=O)c1sc2nc(C)c(C(=O)Nc3ccc(C)cc3C)c(-c3cccs3)c2c1N | 108%[activator] | -6% | i |
| COc1cccc(CNC(=O)c2cc3n(n2)CCCN(Cc2ccc(C)cc2)C3=O)c1OC | 1% | ? | -8% |
| COc1ccc(Br)cc1CNCc1c(C(=O)O)c(C)n(Cc2ccccc2C)c1C | -1% | -3% | i |
| CCC(C)NC(=O)c1ccc2c(c1)N(Cc1ccccc1)C(=O)c1ccccc1S2 (centres undefined) | 22% | 6% | i |
| COc1ccc(-c2noc(-c3ccc(NCc4ccccc4OC)c([N+](=O)[O-])c3)n2)cc1 | -13% | -6% | 0% |
| CC(C)c1ccc(NC(=O)C2CCCN(S(=O)(=O)c3cccc4cccnc34)C2)cc1 (centres undefined) | -5% | ? | -10% |
| CC(=O)N1CCCc2cc(S(=O)(=O)N3CCC(C(=O)NCc4ccccc4Cl)CC3)ccc21 | -14% | 9% | -21% |

| SMILES | GLP1R cytotox | GLP-1R inv ag | PTHR1 agonist |
| --- | --- | --- | --- |
| COC(=O)c1ccc(Nc2ncnc3c2nc2n3CCCC2)cc1 | 4% | -1% | -5% |
| Cc1ccccc1Nc1c(-c2cccc(O)c2)nc2ccc(Br)cn12 | -14% | ? | -31%[inhibitor] |
| CC(=O)c1cccc(NC(=O)Cn2c(=O)oc3cc(S(=O)(=O)NC4CCCC4)ccc32)c1 | 8% | -7% | i |
| CCc1ccc(CNC(=O)C2Cc3cc(S(=O)(=O)N4CCCCCC4)ccc3N2C(C)=O)cc1 (centres undefined) | -1% | 2% | -4% |
| COCCCNC(=O)CSc1nc(-c2ccccc2)[nH]c1-c1ccc(C)cc1 | 4% | -13% | ? |
| COc1ccc(OC)c(CNC(=O)C2CCN(c3ncnc4c3nc3n4CCCCC3)CC2)c1 | 0% | 6% | ? |
| CCOC(=O)N1CCc2c(sc3c2C(=O)NC(c2cc(OC)c(O)c(OC)c2)N3)C1 (centres undefined) | -1% | 7% | -27% |
| COc1ccc(-c2cc(=O)n3[nH]cnc3n2)cc1 | 3% | 12% | -25% |
| COC(=O)c1ccc(C(=O)OC)c(NC(=O)c2ccc(-c3ccccc3)s2)c1 | 2% | 7% | -27% |
| COc1ccc(-c2cc(C(F)(F)F)n3ncc(-c4ccccc4)c3n2)cc1 | 2% | 1% | 3% |
| O=C(CCCc1nc(-c2ccccc2)no1)Nc1cc(C(F)(F)F)cc(C(F)(F)F)c1 | -13% | ? | -49%[inhibitor] |
| CCOC(=O)CSc1nc2c([nH]c3ccccc32)c(=O)n1-c1ccc(OC)cc1 | -2% | 1% | 1% |
| CCc1cc(=O)oc2c(C)c3c(cc12)CN(CCc1ccccc1OC)CO3 | 471%[activator] | -16% | i |
| COC(=O)c1cc2sc(C)cc2n1Cc1ccc(Br)cc1F | 3% | ? | i |
| CCOc1ccc(N(CC)S(=O)(=O)N2CCCC(C(=O)Nc3cc(Cl)ccc3OC)C2)cc1 (centres undefined) | 1% | -28% | i |
| COC(=O)CSc1nnc(-c2cccc(O)c2)o1 | 11% | 6% | i |
| Cc1cccc(N2CCN(C(=O)C3CCN(S(=O)(=O)c4cn(C)cn4)CC3)CC2)c1C | 5% | 16% | i |
| Cc1ccc(CCNC(=O)CCCn2nc(C)c3c(C)n(-c4ccccc4)nc3c2=O)cc1 | -9% | -5% | 0% |
| COc1ccccc1NC(=O)CSC1=Nc2ccccc2C2=NC(CCC(=O)NCc3cccs3)C(=O)N12 (centres undefined) | 23% | ? | i |
| Cc1cccc(C(=O)Nc2ccc(-c3nc4ccccc4s3)c(C)c2)c1 | 3% | -9% | -43%[inhibitor] |
| COc1cccc(-c2nnc3n(CCc4ccccc4)c(=O)c4ccccc4n23)c1O | 10% | 1% | -94%[inhibitor] |
| Cc1cc(C)n2c(Nc3ccc4c(c3)OCCO4)c(-c3ccc(Cl)cc3)nc2n1 | -3% | -32% | -2% |
| COc1ccc(-c2nc(-c3ccccc3)c(-c3ccc(O)cc3)[nH]2)cc1 | -23% | ? | i |
| COc1ccc(OC)c(CNC(=O)c2ccc(-c3nc(CSc4ccccc4)c(C)o3)cc2)c1 | 19% | ? | 20% |
| CCOC(=O)c1c(NC(=O)Cc2coc3cc(C)cc(C)c23)sc2c1CCC2 | 10% | 2% | ? |
| CCCOc1ccc(C2C(=O)N(C3CCCCC3)CC(=O)N2CCc2ccccc2)cc1OC (centres undefined) | 2% | 11% | -2% |
| CCCCn1c(SCc2ccccc2C#N)nc2c(sc3ccccc32)c1=O | 11% | 1% | -20% |
| CCOC(=O)c1ccc(Nc2c(-c3ccc(O)cc3)nc3nc[nH]n23)cc1 | 1% | 7% | -20% |
| CCOc1ccc(NC(=O)c2c(C)oc3nc(C)nc(N4CCOCC4)c23)cc1 | 6% | -3% | i |
| CCc1nnc2c(N3CCN(c4cccc(C(F)(F)F)c4)CC3)nc3ccccc3n12 | 0% | 13% | -79%[inhibitor] |

| SMILES | GLP1R cytotox | GLP-1R inv ag | PTHR1 agonist |
| --- | --- | --- | --- |
| COc1ccc(/C=C/c2onc(C)c2S(=O)(=O)N2CCC(C(=O)N3CCCCC3)CC2)cc1 | 0% | 7% | -25% |
| Cc1ccc(CNC(=O)c2nn(-c3ccc(Cl)cc3)nc2CO)cc1 | 10% | 15% | i |
| C=C(C)Cn1c(=O)c2c(nc3n2CCN3c2cc(C)cc(C)c2)n(C)c1=O | -3% | -3% | -6% |
| CS(=O)(=O)c1ccc(-c2nnc(NC(=O)c3ccc4c(c3)OCCO4)o2)cc1 | -7% | 1% | i |
| CCn1c(=O)cc(SCC(=O)NCCc2ccc(Cl)cc2)c2ccccc21 | 5% | -23% | i |
| CCOCCc1nnc(NC(=O)C(=O)c2cc(C)n(-c3ccc(C)cc3C)c2C)s1 | -21% | ? | i |
| CCSc1nc(-c2ccc(OC)cc2)nc2c1Cc1c(CO)cnc(C)c1O2 | 9% | 1% | i |
| O=S(=O)(NCC(c1cccs1)S(=O)(=O)c1ccccc1)c1ccc(F)cc1 (centres undefined) | 1% | -9% | i |
| COc1ccccc1NC(=O)c1cc(S(=O)(=O)NCCC2=CCCCC2)ccc1F | -5% | ? | -10% |
| Cc1oc2ncnc(N3CCOCC3)c2c1C(=O)N(Cc1ccccc1)C(C)C | -7% | -1% | 22% |
| CNC(=O)C1CCC(Cn2c(=O)c3sccc3n(CC(=O)Nc3ccccc3)c2=O)CC1 (centres undefined) | -5% | 9% | -11% |
| CCOC(=O)c1c(NC(=O)c2ccc(S(=O)(=O)N(CC)CC)cc2)sc2c1CCCCC2 | 1% | 2% | i |
| COC(=O)Cn1c(=NC(=O)c2ccc3c(c2)OCCO3)sc2ccccc21 | -4% | 6% | i |
| CCC(CC)C(=O)Nc1cc(-c2nc3cccnc3s2)ccc1C | 3% | 0% | -9% |
| Cc1ccc(NC(=O)Cc2coc3c(C)c(C)ccc23)c(C)c1 | 9% | -8% | i |
| COc1cc(CN2CCc3nc(Nc4ccc5c(c4)OCCO5)ncc3C2)cc(OC)c1OC | -6% | -25% | -42%[inhibitor] |
| CCc1ccc(NC(=O)CCCn2nc(C)c3c(C)n(-c4ccccc4)nc3c2=O)cc1 | 10% | 12% | -8% |
| O=C(CCn1c(=O)c2cccn2c2cccnc21)Nc1ccccc1Br | -10% | 8% | i |
| O=C(NCc1ccco1)c1ccc(Cn2c(SCc3ccccc3)nc3cccnc32)cc1 | 1% | 3% | -28% |
| CC1=C(C(=O)Nc2cc(C)ccc2C)C2(CCCCCC2)OC1=O | -5% | -30% | -29% |
| COc1ccc(Cn2c(C(=O)O)c(CNCc3ccc(OC)cc3OC)c3ccc(C)cc32)cc1 | -2% | -4% | i |
| CCOc1ccc(C(=O)Nc2cc(NC(=O)c3ccco3)ccc2OC)cc1Br | 2% | 9% | 4% |
| Cc1ccc(Cl)cc1NC(=O)C(C)n1nc(-c2ccccc2)ccc1=O (centres undefined) | -9% | ? | -21% |
| CCC1CCCCN1C(=O)c1nn(-c2ccc(OC)cc2)c(=O)c2c1c1ccccc1n2C (centres undefined) | -1% | 0% | -18% |
| CC(C)CNS(=O)(=O)c1ccc(N2CCCCS2(=O)=O)cc1 | -19% | -19% | -42%[inhibitor] |
| COC(=O)CSc1ncc2c(n1)-c1ccccc1N(Cc1ccc(Cl)cc1)S2(=O)=O | 1% | -7% | -7% |
| CC(C)c1nc2ccc(C(=O)NCCCN3CCN(c4ccccc4)CC3)cc2o1 | 3% | -6% | -4% |
| COc1ccc(CNS(=O)(=O)c2ccc3c(c2)C(C)(C)C(=O)N3C)cc1OC | 3% | -1% | i |
| CC1CCN(c2nc3c(S(=O)(=O)c4ccccc4)nnn3c3ccsc23)CC1 | -4% | 2% | ? |
| COc1ccc(C(=O)O)cc1Nc1nc2ccc(C)cc2n2cnnc12 | -7% | 0% | ? |
| CCS(=O)(=O)c1ncc(Cl)c(C(=O)NCc2ccc(OC)cc2)n1 | ? | ? | -11% |
| CCOc1ccc(S(=O)(=O)NCC(c2ccco2)S(=O)(=O)c2ccc(F)cc2)cc1 (centres undefined) | -8% | -24% | -17% |

Molecules shown so far that have a COOH group:
| SMILES | GLP1R cytotox | GLP-1R inv ag | PTHR1 agonist |
| --- | --- | --- | --- |
| COc1ccc(Br)cc1CNCc1c(C(=O)O)c(C)n(Cc2ccccc2C)c1C | -1% | -3% | i |
| COc1ccc(Cn2c(C(=O)O)c(CNCc3ccc(OC)cc3OC)c3ccc(C)cc32)cc1 | -2% | -4% | i |
| COc1ccc(C(=O)O)cc1Nc1nc2ccc(C)cc2n2cnnc12 | -7% | 0% | ? |

Screening data from PubChem.
